Exocytosis inh: LAMP-1 surface exposure blockers, TALL-104 cells – cell-based, flow cytometry, MLPCN library, primary screen. inhibition, % at 10 µM. TALL-104 LAMP-1 surface exposure; cells stimulated with thapsigargin and PMA. AID 651702, 2012. 360,000 compounds, 0.66% hits;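 active = inhibition above about 55%, limit read from the data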
HTR2A ag: mouse Htr2a agonists via beta-arrestin recruitment, primary screen, cell-based, luminescence; 360,000 compounds, 0.66% hits; 5-hydroxytryptamine receptor 2A (Mus musculus), P35363; activation, % at 7.6 µM; CHO-K1 mHTR2A beta-arrestin complementation; percent of 30 µM serotonin response;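 active = activation above a run cutoff, the mean activation of all tested compounds plus 3 SD, cut at about 14% in these data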;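 note: 0% = plate median of compound wells and 100% = 30 µM serotonin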
Glyco luc inh: increase of ERlucT glycosylation luciferase signal, primary screen, N-linked glycosylation inhibitor project, D54 ERlucT cells, luminescence, set 2; D54 ERlucT glycosylation luciferase reporter, 24 h; percent of 100 nM tunicamycin response; reporter increase, % at 12.5 µM; 360,000 compounds, 0.23% hits; AID 588692, 2011;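 active = mean luciferase reporter signal, scaled so untreated is 0 and the glycosylation-blocking control 100, at or above a set limit in every replicate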;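 note: luciferase carries N-glycosylation sites so blocking glycosylation raises the light; 0% = median of neutral control wells and 100% = median of 100 nM tunicamycin wells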
aDG glyco up: activators of alpha-DG glycosylation, primary screen, uHTS, Pro5-aDG cells, AlphaScreen | alpha-DG glycosylation AlphaScreen (IIH6); 0% Pro5, 100% B10-LARGE cell signal | activation, % at 10 µM | 360,000 compounds, 0.22% hits;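 active = activation of at least 8% versus controls, or a plate z-score of at least 8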;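 note: Pro5 are CHO cells carrying HIG-tagged alpha-DG that lacks glycosylation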
CaV13 FRET inh: Disruptors of the CACNA1D IQ motif to Ca2+-dependent inactivation inhibitor domain association, primary screening, Förster resonance energy transfer in intact living …; inhibition, % at 12.3 µM; 340,000 compounds, 0.098% hits; HEK cells, CFP/YFP FRET ICDI-IQ, plate reader, 10 min; percent FRET-ratio fall versus neutral wells;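 active = mean replicate inhibition of at least 30% and at least 1% of replicates passing that level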;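 note: 0% = median of the neutral control wells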
PDI turbidity: inhibitors of human PDI, primary screen, biochemical, turbidity, single point, plate reader | PDI insulin aggregation turbidity, A650, 90 min | inhibition, % at 10 µM | 350,000 compounds, 0.052% hits | AID 588391, 2011;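 active = mean inhibition across replicates of 30% or more, whatever share of single replicates reach that level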;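 note: absorbance from insulin aggregation driven by PDI reduction with DTT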
iPSC survival up: enhancers of single-cell hiPSC survival, primary screen, ATPlite luminescence. 100% = ROCK inhibitor wells, 0% = DMSO. survival enhancement, % at 20 µM. 360,000 compounds, 0.044% hits; in the data active = survival enhancement above about 18%;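 note: cells exposed to compounds for 16 hours before the ATP read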
Vif inh: HIV Vif self-association inhibitors, primary screen, imaging, HEK293T, single point | HEK293T cells, Vif self-association by quenched fluorescence, 24 h | inhibition, % at 7.49 µM | 340,000 compounds, 0.35% hits | AID 602346, 2012; in the data active = inhibition above about 50%, passing the limit was not always enough; note: some results filed as inactive read as strong as hits
H9c2 protect: cardioprotection against H2O2-induced cell death, primary screen, uHTS, H9c2 cells, ATPLite luminescence | H9c2 cardiomyocytes, H2O2 injury protection, 2 h | protection from H2O2 cell death, % at 20 µM | 360,000 compounds, 0.63% hits | AID 588492, 2011;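 active = compounds giving at least 50% protection of heart cells from peroxide-induced death in the single-dose screen, raw or plate-pattern-corrected value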;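 note: 0% = DMSO wells with peroxide and 100% = DMSO wells without peroxide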
ABCB6 inh MLPCN: ABCB6 transporter inhibitors, primary screen, K562-ABCB6 cells, flow cytometry, MLPCN library; AID 602162, 2011; fluorescence ratio to DMSO, % at 10 µM; 360,000 compounds, 0.19% hits; ATP-binding cassette sub-family B member 6 (Homo sapiens), Q9NP58; K562-ABCB6 porphyrin accumulation, 1 h; stronger effect = lower value;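 active = fluorescence ratio to DMSO below 75%, the collection mean minus 3 SD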;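 note: signal is porphyrin accumulated inside mitochondria; 100% equals median channel fluorescence of DMSO control wells; lower ratio means ABCB6 inhibition with less porphyrin fluorescence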
Target sequence (Q9NP58 whole entry, looked up): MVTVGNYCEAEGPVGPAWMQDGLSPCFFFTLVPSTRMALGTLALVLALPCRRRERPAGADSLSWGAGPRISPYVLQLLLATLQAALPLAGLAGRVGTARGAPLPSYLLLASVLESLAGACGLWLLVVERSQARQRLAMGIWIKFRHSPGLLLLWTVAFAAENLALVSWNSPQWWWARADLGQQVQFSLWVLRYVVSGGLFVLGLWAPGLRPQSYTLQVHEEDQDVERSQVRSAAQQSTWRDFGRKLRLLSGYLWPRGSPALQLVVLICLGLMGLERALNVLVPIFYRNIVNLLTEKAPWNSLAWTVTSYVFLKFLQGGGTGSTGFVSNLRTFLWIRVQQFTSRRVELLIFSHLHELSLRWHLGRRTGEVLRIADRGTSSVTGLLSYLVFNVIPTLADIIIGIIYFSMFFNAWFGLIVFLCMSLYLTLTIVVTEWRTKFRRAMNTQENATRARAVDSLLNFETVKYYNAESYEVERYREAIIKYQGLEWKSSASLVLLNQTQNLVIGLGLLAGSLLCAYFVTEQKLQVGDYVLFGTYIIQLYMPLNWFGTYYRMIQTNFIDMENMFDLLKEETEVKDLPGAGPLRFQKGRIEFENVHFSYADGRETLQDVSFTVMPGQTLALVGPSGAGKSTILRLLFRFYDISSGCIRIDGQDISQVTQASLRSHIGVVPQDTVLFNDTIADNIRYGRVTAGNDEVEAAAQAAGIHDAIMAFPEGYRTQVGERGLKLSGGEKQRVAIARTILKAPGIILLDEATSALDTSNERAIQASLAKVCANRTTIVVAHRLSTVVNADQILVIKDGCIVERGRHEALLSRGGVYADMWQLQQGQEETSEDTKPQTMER
* = called active by the depositor; x = not tested or not shown. Rows were taken by chance; 3.1% or so of the library scored in one or more.

SMILES	Exocytosis inh	HTR2A ag	Glyco luc inh	aDG glyco up	CaV13 FRET inh	PDI turbidity	iPSC survival up	Vif inh	H9c2 protect	ABCB6 inh MLPCN
CCOC(=O)C1=C(C)NC2=C(C(=O)CC(c3ccc(OC)c(OC)c3)C2)C1c1ccc(C)o1 (centres undefined)	0	-2	-1	0.0	x	11	2.6	x	3	88
COC(=O)c1ccncc1C(=O)Nc1ccc(OC)cc1	-1	6	1	0.9	x	-6	2.3	0	-1	97
O=C(/C=C(\c1ccccc1)n1cncn1)c1ccccc1	17	5	5	-0.1	-3	-1	1.7	0	7	98
CCN(CCCNC(=O)C1CCN(C(=O)c2cc3sccc3n2C)CC1)Cc1ccccc1	-1	0	-1	-0.2	-7	1	0.6	2	8	97
COc1ccc(C(=O)N2CCN(S(=O)(=O)c3ccc(Cl)cc3)CC2)cc1OC	-1	4	2	0.2	-4	-2	-3.2	-9	-2	101
COCCn1c(SCc2nnc(-c3ccc(OC)c(OC)c3)o2)nnc1-c1ccncc1	-5	-3	-1	-0.1	8	3	0.2	-4	-14	93
O=C1COc2ccccc2CN1	2	6	2	1.3	-7	-10	-1.4	-2	10	92
CC(=O)Nc1ccc(-c2ccnc3c2CC(C(=O)NCc2ccccc2)O3)cc1 (centres undefined)	-18	1	16	-0.3	-5	-2	-0.8	66*	-4	94
O=C(CSc1nc(-c2ccccc2)c(-c2ccccc2)[nH]1)NCC1CCCO1 (centres undefined)	-2	7	2	-0.2	-4	-2	-0.1	-1	5	100
C/C=C/Cn1c(SCc2ccccc2)nc2c1c(=O)[nH]c(=O)n2C	2	-3	0	0.2	-5	3	2.2	-5	-11	97

Sorted by value in ABCB6 inh MLPCN (highest first): some entries from above.
SMILES	ABCB6 inh MLPCN
COc1ccc(C(=O)N2CCN(S(=O)(=O)c3ccc(Cl)cc3)CC2)cc1OC	101
O=C(CSc1nc(-c2ccccc2)c(-c2ccccc2)[nH]1)NCC1CCCO1 (centres undefined)	100
O=C(/C=C(\c1ccccc1)n1cncn1)c1ccccc1	98
COC(=O)c1ccncc1C(=O)Nc1ccc(OC)cc1	97
CC(=O)Nc1ccc(-c2ccnc3c2CC(C(=O)NCc2ccccc2)O3)cc1 (centres undefined)	94
COCCn1c(SCc2nnc(-c3ccc(OC)c(OC)c3)o2)nnc1-c1ccncc1	93
CCOC(=O)C1=C(C)NC2=C(C(=O)CC(c3ccc(OC)c(OC)c3)C2)C1c1ccc(C)o1 (centres undefined)	88

The listing picks up, repeating the 4 entries before the break.
SMILES	Exocytosis inh	HTR2A ag	Glyco luc inh	aDG glyco up	CaV13 FRET inh	PDI turbidity	iPSC survival up	Vif inh	H9c2 protect	ABCB6 inh MLPCN
O=C1COc2ccccc2CN1	2	6	2	1.3	-7	-10	-1.4	-2	10	92
CC(=O)Nc1ccc(-c2ccnc3c2CC(C(=O)NCc2ccccc2)O3)cc1 (centres undefined)	-18	1	16	-0.3	-5	-2	-0.8	66*	-4	94
O=C(CSc1nc(-c2ccccc2)c(-c2ccccc2)[nH]1)NCC1CCCO1 (centres undefined)	-2	7	2	-0.2	-4	-2	-0.1	-1	5	100
C/C=C/Cn1c(SCc2ccccc2)nc2c1c(=O)[nH]c(=O)n2C	2	-3	0	0.2	-5	3	2.2	-5	-11	97
Fc1ccc(F)c(C2=NNC(=NCC3CCCO3)SC2)c1 (centres undefined)	-2	2	2	-0.1	-1	1	-1.0	7	18	91
CS(=O)(=O)Nc1ccccc1C(=O)Nc1ccc2c(c1)OCCO2	0	2	-1	-0.1	-5	2	0.4	-2	-4	102
O=C(c1ccc(N2CCC3(CC2)OCCO3)c([N+](=O)[O-])c1)N1CCOCC1	-2	9	2	-0.1	-19	-2	0.8	0	-2	95
c1coc(CNc2c3c(nc4ccccc24)CCC3)c1	0	-3	-1	1.4	-6	11	1.1	-3	-10	98
CCNC(=O)CC1C(=O)N(c2ccc(C)cc2)C(=O)N1CCC(C)C (centres undefined)	-8	1	4	-0.1	-18	-5	-0.1	-6	-1	94
CCCNC(=S)Nc1ccc(Nc2ccccc2)cc1	4	-3	-2	0.2	x	5	-5.1	1	0	77
COc1cc(NC(=O)CSc2nc3[nH]ncc3c(=O)n2-c2ccccc2)cc(OC)c1OC	-1	2	3	-0.1	-10	-1	-0.4	-1	14	95
O=C(Cn1nnc2ccccc21)Nc1ccc([N+](=O)[O-])cc1	2	-5	-1	-0.2	-17	0	-0.3	-1	-4	98
Cc1cccc(N2CCN(C(=S)c3ccccc3)CC2)c1	-2	0	0	-0.5	-6	-5	7.1	-8	-7	97
CC1(C)CC(=O)C=C(c2n[nH]nc2-c2ccccc2)C1	-4	-4	0	0.3	-7	-1	-2.0	2	12	107
Cn1c(SCc2ccc(F)cc2Cl)nc2ccccc2c1=O	0	-3	-6	0.7	-15	11	-0.1	-43	-15	89
COc1cc(-c2nnc(SCc3ccccc3Cl)o2)cc(OC)c1OC	13	-4	6	0.5	x	-9	3.1	-6	8	119
CCn1c(SCc2ccc(F)cc2)nnc1-c1nn(-c2ccccc2)ccc1=O	0	-1	1	0.0	0	19	-2.0	2	-1	96
CCOC(=O)c1c(C)[nH]c(C(=O)COC(=O)COc2ccccc2C=O)c1C	-1	-1	4	-0.1	-11	-2	-0.2	26	4	104
Nc1ccc2c(c1)C(=O)N(c1cccc3ccccc13)C2=O	-2	-2	-2	-0.1	-54	16	0.1	-3	8	101
COC(=O)c1ccccc1NC(=O)Nc1c(C)n(C)n(-c2ccccc2)c1=O	3	2	2	0.1	-6	-1	-0.3	-3	-1	93
COc1ccc(S(=O)(=O)N2CCOCC2)cc1C(=O)NCc1ccccc1CN1CCCC1	1	-4	-5	0.3	-3	12	1.5	-7	4	98
Cc1nc2ccc(S(=O)(=O)NCC(=O)Nc3cccc(F)c3)cc2s1	2	-4	2	0.1	-5	0	-1.6	-2	11	92
Cc1ccnc(SCC(=O)O)n1	-5	3	1	0.1	-4	7	-0.3	15	0	98
O=C1CC(c2ccccc2)CC(O)=C1C=NCc1ccccc1Cl (centres undefined)	5	-4	13	-0.1	x	6	-0.1	10	0	15*
Cc1cccc(NC(=O)c2cc(S(=O)(=O)N3CCCCC3)c[nH]2)c1C	5	-2	0	-0.2	-6	4	3.2	10	4	98
CCCc1nc(SCC(=O)Nc2nnc(CC)s2)c2c(C)c(C)sc2n1	10	1	1	0.8	-6	-12	-1.6	7	-21	98
COc1ccc(-c2csc(Nc3ncccc3C)n2)cc1OC	-1	0	1	0.0	x	1	5.4	-14	20	105
C/C(=N\NC(=O)c1ccccc1OCCOc1ccccc1)c1ccccc1F	-2	4	2	0.0	-6	2	-0.3	-1	1	96
O=C(Cc1ccc(Cl)cc1Cl)NC1CCCCCC1	40	-2	-5	1.2	-4	-3	0.3	3	4	99
OCC1(CCCc2ccccc2)CCN(C2CCSCC2)CC1	-2	1	-3	-0.3	6	-2	-2.4	17	0	104
COc1ccc(NC(=O)c2cc3c(Cl)nc4ccccc4c3s2)cc1OC	-1	2	6	0.2	-5	-8	0.5	4	-1	96
COc1ccc(C2c3[nH]c4ccccc4c3CCN2C(=O)c2ccccc2C(C)=O)c(F)c1 (centres undefined)	-10	-3	-3	0.0	3	4	1.9	2	7	102
CCCCNC(=O)CC1NCCNC1=O (centres undefined)	-1	-2	1	-0.4	6	-3	0.0	14	7	89
COP(=O)(OC)C(NC(=O)Nc1ccccc1)c1ccccc1 (centres undefined)	-3	2	-1	-0.1	-14	-2	-0.7	1	5	87
O=S(=O)(N1CCOCC1)N1CCCN(S(=O)(=O)N2CCOCC2)CC1	0	8	1	0.0	-6	-7	1.4	2	8	98
O=C(O)C1CCCN(S(=O)(=O)c2ccc(F)cc2)C1 (centres undefined)	1	1	1	-0.2	x	-8	-4.4	-13	6	96
O=C(O)c1ccc(NS(=O)(=O)c2cccc3nsnc23)cc1	-3	-2	2	0.1	-9	-11	-1.0	-1	2	100
CC(C)Nc1nnc(SCC(=O)/C=C2\N(C)c3ccccc3C2(C)C)s1	-6	-3	-1	0.6	-4	11	-1.3	3	-12	111
COc1ccc(C(C[N+](=O)[O-])c2c(C)[nH]n(-c3ccccc3)c2=O)cc1 (centres undefined)	-11	4	5	0.1	-5	-27	-0.5	0	5	99
O=C(COc1cccc(Cl)c1)Nc1cc(S(=O)(=O)N2CCOCC2)ccc1N1CCOCC1	3	-4	-5	-0.2	-5	0	0.9	-1	8	85
COC(=O)c1ccccc1COc1cccn2c(N(C)Cc3cccs3)c(C)nc12	34	-9	-10	3.0	-5	0	-0.3	-14	-10	100
Fc1cccc(Nc2ncnc3sccc23)c1	-6	-2	-2	-0.3	-4	13	0.1	-6	-8	106
COc1ccc(NS(=O)(=O)c2cccc(C(=O)NCC(c3ccc(OC)cc3)N3CCOCC3)c2)cc1 (centres undefined)	24	-7	-2	-0.2	-8	11	2.6	-2	-2	97
Cc1c(C(=O)N2CCCCC2)c(S(=O)(=O)Nc2ccc(F)cc2F)c(C)n1C	10	0	-1	0.0	-12	1	-0.2	-11	-1	98
NC(=O)C1CCN(c2ccc(S(=O)(=O)N3CCC(Cc4ccccc4)CC3)cn2)CC1	-1	4	-3	0.7	-19	0	0.4	-9	-10	96
CCOc1ccccc1N1CCN(C(=O)c2ccncc2)CC1	4	-4	-2	0.1	-5	2	-0.3	-3	9	103
Cc1cc(C(F)(F)F)n(-c2nc(C(=O)NNS(=O)(=O)c3ccccc3)cs2)n1	0	4	2	0.1	-5	-3	-0.6	-2	17	91
O=c1nc2n(c3ccc([N+](=O)[O-])cc13)CCCCC2	0	3	0	0.1	-5	11	0.1	0	5	93
CC(=O)c1ccc(N2CCN(CC(=O)N(CC(C)C)c3c(N)n(CC(C)C)c(=O)[nH]c3=O)CC2)cc1	-1	-3	2	0.0	0	3	-0.6	-9	28	102

Source: PubChem BioAssay (several laboratories)
